FadD28 binding – blocks FadD28 binding to the bisubstrate probe | fluorescence polarization | inhibition, % at 12.5 µM | hit rate 0.22% among 360,000 | AID 588549; in the data active = inhibition above about 8.5%, passing the limit was not always enough; inconclusive = no clear call, values can overlap the other calls
CCHF vOTU inh – blocks the CCHF virus ovarian tumor domain protease; CCHFV vOTU protease, Pep-AMC fluorescence; inhibition, % at 11.5 µM; hit rate 0.55% among 370,000; AID 651958; also: 0% = vehicle wells with enzyme and 100% = no enzyme wells
PrPC surface inh – inhibitors of human cell surface prion protein PrPC; P04156; TR-FRET read-out; inhibition, % at 13.8 µM; hit rate 0.43% among 370,000; in the data active = inhibition above about 24%; also: 0% = median of the test wells and 100% = reference compound wells
GDH-TPI inh – counter-screen for M. tuberculosis FBA inhibitors: GDH-TPI coupled enzymes | GDH-TPI coupled enzyme counterscreen, NADH absorbance | inhibition, % at 4.8 µM | hit rate 1.2% among 360,000 | AID 588335;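 also: 0% = DMSO wells and 100% = wells lacking the enzyme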
Mtb BioA inh – inhibitors of Mycobacterium tuberculosis BioA enzyme; hit rate 0.096% among 360,000; AID 602481; purified M. tuberculosis BioA enzyme, plate reader; inhibition, % at 9.99 µM; in the data active = inhibition above about 40%; inconclusive = no clear call, values can overlap the other calls
Mtb UGM inh – inhibitors of M. tuberculosis UDP-galactopyranose mutase | P9WIQ1 | purified UGM, fluorescence polarization probe displacement | inhibition, % at 10 µM | hit rate 0.06% among 320,000 | AID 504406; in the data active = inhibition above about 10%, passing the limit was not always enough; inconclusive = no clear call, values can overlap the other calls
Target sequence (P9WIQ1 whole entry, looked up): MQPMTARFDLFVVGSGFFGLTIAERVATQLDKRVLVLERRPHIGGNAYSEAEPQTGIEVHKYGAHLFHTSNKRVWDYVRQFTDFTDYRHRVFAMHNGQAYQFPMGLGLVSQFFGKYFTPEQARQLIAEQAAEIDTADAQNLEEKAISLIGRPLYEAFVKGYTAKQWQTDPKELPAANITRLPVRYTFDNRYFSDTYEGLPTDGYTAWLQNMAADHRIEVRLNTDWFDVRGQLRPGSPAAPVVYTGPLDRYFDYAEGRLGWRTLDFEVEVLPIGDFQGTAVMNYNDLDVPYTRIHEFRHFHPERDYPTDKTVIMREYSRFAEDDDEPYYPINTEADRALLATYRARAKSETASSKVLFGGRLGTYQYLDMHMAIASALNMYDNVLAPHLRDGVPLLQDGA
Mtb FBA inh – Mtb fructose-bisphosphate aldolase inhibition; P9WQA3; purified M. tuberculosis FBA, fluorescence read-out; inhibition, % at 1 µM; hit rate 2.3% among 360,000; in the data active = inhibition above about 27%;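 also: 0% = vehicle and 100% = reference inhibitor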
Target sequence (P9WQA3 whole entry, looked up): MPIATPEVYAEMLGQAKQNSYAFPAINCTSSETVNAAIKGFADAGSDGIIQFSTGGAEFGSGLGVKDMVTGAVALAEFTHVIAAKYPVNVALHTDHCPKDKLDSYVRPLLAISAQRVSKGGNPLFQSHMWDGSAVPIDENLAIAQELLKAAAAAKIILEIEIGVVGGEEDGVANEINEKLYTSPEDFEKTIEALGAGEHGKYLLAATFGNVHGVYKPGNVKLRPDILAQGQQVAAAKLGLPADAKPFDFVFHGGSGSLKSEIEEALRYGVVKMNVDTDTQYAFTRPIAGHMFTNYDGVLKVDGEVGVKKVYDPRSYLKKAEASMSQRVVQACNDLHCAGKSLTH
BoNT-F LC inh – inhibitors of Botulinum neurotoxin F light chain protease; Multiplex microsphere protease cleavage assay, flow cytometry; inhibition, % at 10 µM; hit rate 0.22% among 360,000; AID 588497; in the data active = inhibition above about 35%, passing the limit was not always enough; inconclusive = no clear call, values can overlap the other calls; also: plate controls were buffer without enzyme for full effect and enzyme alone for no effect
BoNT-A LC inh2 – blocks Botulinum neurotoxin A light chain protease | hit rate 0.17% among 360,000 | inhibition, % at 10 µM | multiplex microsphere protease substrate cleavage, flow cytometry | AID 588499; in the data active = inhibition above about 30%; inconclusive = no clear call, values can overlap the other calls; also: plate controls were buffer without enzyme for full effect and enzyme alone for no effect
An asterisk follows results filed as active; ? = inconclusive; . = no result given. Rule as the data show it, unless noted: active = inhibition above about 30%; inactive = the rest.

| item | mol | FadD28 binding | CCHF vOTU inh | PrPC surface inh | GDH-TPI inh | Mtb BioA inh | Mtb UGM inh | Mtb FBA inh | BoNT-F LC inh | BoNT-A LC inh2 |
| --- | --- | --- | --- | --- | --- | --- | --- | --- | --- | --- |
| 1 | O=C(Nc1cnc2ccccn2c1=O)c1ccc(F)cc1 | -1.0 | 3 | -5 | 24 | -0.8 | -1.4 | -2 | 15 | 0.1 |
| 2 | COC(=O)c1ccccc1NC(=O)c1cccc(NC(=O)CSCc2ccccc2)c1C | -1.4 | 9 | -5 | 16 | . | -0.3 | 0 | 4 | 1.7 |
| 3 | CCN(c1ccccc1)S(=O)(=O)c1ccc(Cl)c(NC(=O)COC(=O)c2ccc[nH]c2=O)c1 | -3.2 | -1 | 0 | 5 | . | -1.6 | 3 | -5 | -0.6 |
| 4 | Cn1nc([N+](=O)[O-])nc1Sc1nnnn1-c1ccc(C(=O)O)cc1 | -2.4 | 13 | -11 | -8 | . | 0.8 | 4 | -5 | 0.1 |
| 5 | O=C(O)C1CCCN1S(=O)(=O)c1ccc2c(c1)CCC2 (configuration not stated) | -2.6 | -1 | 4 | -1 | -0.6 | -0.2 | -1 | 0 | 0.4 |
| 6 | CCc1ccccc1NC(=O)CNCC(=O)Nc1ccccc1CC | -4.0 | -6 | -1 | -15 | -0.9 | -0.1 | 4 | 6 | -2.4 |
| 7 | CCc1nc2ccc(C(=O)N3CCN(S(=O)(=O)CC)CC3)cn2c1N(C=O)Cc1ccc(OC)cc1 | -1.3 | -12 | -9 | 5 | 0.3 | . | -1 | 0 | -0.5 |
| 8 | CCOc1cc(S(=O)(=O)Nc2ccncc2)ccc1F | -0.2 | -11 | 7 | -4 | -0.6 | 0.6 | 1 | ? | -2.8 |
| 9 | CCOC(=O)COc1ccc(S(=O)(=O)N2CCN(c3ccccc3)CC2)cc1 | -0.6 | . | . | 11 | . | -0.4 | 5 | -1 | -0.7 |
| 10 | O=C(c1cccc(-n2cnnn2)c1)N1CC=C(c2ccccc2)CC1 | -1.3 | 11 | 4 | 11 | 12 | -1.3 | 1 | -6 | 1.3 |
| 11 | CC(C)=CCC[C@H](C)C[C@@H]1CC2=C(C(=O)OC(C)(C)O2)[C@@H](c2ccc(F)cc2)O1 | . | 1 | 2 | . | . | . | . | 4 | 0.5 |
| 12 | Cc1ccc(NC(=O)N2CCCc3ccccc32)cc1 | -2.2 | 8 | -4 | -2 | . | -5.5 | 0 | 4 | 0.4 |
| 13 | CC(C)=CCc1c(O)cc(O)c2c1OC(c1ccc(O)cc1)CC2=O (configuration not stated) | -9.1 | 4 | 5 | 21 | 1.5 | -0.5 | -4 | 1 | 0.9 |
| 14 | CCOC(=O)C1=C(O)/C(=C/c2ccc(OCC(=O)Nc3ccc(C)cc3)cc2)N=C1C | -4.7 | 8 | -2 | 18 | -2.7 | 1.4 | -2 | 4 | -1.3 |
| 15 | Cc1cccc(C)c1OCc1nnc2c3cnn(C)c3ncn12 | 0.3 | -5 | 4 | 5 | -3.8 | -6.0 | 4 | ? | ? |
| 16 | CCCn1nc(Oc2nc(NC(C)C)nc(N(C)C)n2)ccc1=O | -0.1 | -1 | 5 | 2 | 0.3 | 2.3 | -1 | -2 | 0.4 |
| 17 | O=C(NCC(c1ccco1)N1CCCC1)c1cccc(S(=O)(=O)N2CCc3ccccc32)c1 (configuration not stated) | -2.1 | 1 | -1 | 10 | -1.5 | . | 2 | -3 | 0.0 |
| 18 | Cc1cc(C)cc(OCC(=O)N2N=C(c3cccnc3)CC2(O)C(F)(F)F)c1 (configuration not stated) | -3.6 | -15 | 7 | -12 | 0.8 | -1.2 | -1 | 0 | 0.1 |
| 19 | CCC1(C)Cc2c(sc(NC(=O)CCC(=O)O)c2C#N)CO1 (configuration not stated) | -2.8 | 24 | -10 | 7 | -2.1 | -1.2 | -5 | -1 | -0.1 |
| 20 | O=S1(=O)CC(c2ccccc2)=NN=C(c2ccccc2)C1 | -3.8 | 2 | -5 | -1 | . | . | -4 | 0 | -0.6 |
| 21 | Cc1cccc(CSc2ccc(S(=O)(=O)N3CCCC3)cn2)c1 | 0.1 | 7 | -1 | 5 | -1.8 | 3.6 | 0 | -3 | 0.3 |
| 22 | COc1ccc(NC(=O)Cn2cc(C(C)=O)c3ccccc32)cc1 | -1.2 | -2 | 16 | 4 | -1.0 | 1.8 | -3 | . | . |
| 23 | N#C/C(=C\c1ccc([N+](=O)[O-])cc1)C(=O)NCCCn1ccnc1 | -3.0 | 4 | -2 | 5 | 0.4 | 3.0 | -5 | -3 | 0.5 |
| 24 | Cn1c(CN2CCCCC2)nc2cc(NS(=O)(=O)c3ccc(Cl)cc3)ccc21 | -2.5 | -7 | -1 | 7 | -1.7 | 0.1 | 2 | -12 | 0.0 |
| 25 | CN(C)NC(=S)NC1CCS(=O)(=O)C1 (configuration not stated) | -2.1 | -12 | -10 | 12 | -0.3 | -1.6 | 2 | ? | 4.9 |
| 26 | CC(NC(=O)CSc1nnc(CC(=O)Nc2ccc(Cl)c(Cl)c2)n1C)c1ccccc1 (configuration not stated) | -0.6 | 8 | -1 | 4 | . | -0.7 | 0 | . | . |
| 27 | Cc1nc2ccc(Br)cc2c2c1CC(CO)O2 (configuration not stated) | -5.5 | -3 | 29* | -3 | 0.1 | 1.6 | 5 | -12 | 0.3 |
| 28 | CCN(c1ccccc1)S(=O)(=O)c1ccc(NCC2COc3ccccc3O2)nc1 (configuration not stated) | -3.0 | -13 | -4 | 6 | 2.7 | 0.9 | -5 | -2 | 0.1 |
| 29 | N#Cc1c(NCc2ccccc2)ccnc1Cl | -1.7 | 2 | 5 | 4 | . | 0.3 | 0 | -15 | -0.9 |
| 30 | CCOc1ccc(CCNC(=O)CCNC(=O)c2ccc(Br)cc2)cc1OCC | -3.5 | 2 | -4 | -5 | -1.8 | 0.0 | -1 | 0 | 2.9 |

Ordered by heavy-atom count (largest number first): five of the compounds above
| item | mol | FadD28 binding | CCHF vOTU inh | PrPC surface inh | GDH-TPI inh | Mtb BioA inh | Mtb UGM inh | Mtb FBA inh | BoNT-F LC inh | BoNT-A LC inh2 |
| --- | --- | --- | --- | --- | --- | --- | --- | --- | --- | --- |
| 7 | CCc1nc2ccc(C(=O)N3CCN(S(=O)(=O)CC)CC3)cn2c1N(C=O)Cc1ccc(OC)cc1 | -1.3 | -12 | -9 | 5 | 0.3 | . | -1 | 0 | -0.5 |
| 11 | CC(C)=CCC[C@H](C)C[C@@H]1CC2=C(C(=O)OC(C)(C)O2)[C@@H](c2ccc(F)cc2)O1 | . | 1 | 2 | . | . | . | . | 4 | 0.5 |
| 6 | CCc1ccccc1NC(=O)CNCC(=O)Nc1ccccc1CC | -4.0 | -6 | -1 | -15 | -0.9 | -0.1 | 4 | 6 | -2.4 |
| 16 | CCCn1nc(Oc2nc(NC(C)C)nc(N(C)C)n2)ccc1=O | -0.1 | -1 | 5 | 2 | 0.3 | 2.3 | -1 | -2 | 0.4 |
| 12 | Cc1ccc(NC(=O)N2CCCc3ccccc32)cc1 | -2.2 | 8 | -4 | -2 | . | -5.5 | 0 | 4 | 0.4 |

Remaining list, next part.
| item | mol | FadD28 binding | CCHF vOTU inh | PrPC surface inh | GDH-TPI inh | Mtb BioA inh | Mtb UGM inh | Mtb FBA inh | BoNT-F LC inh | BoNT-A LC inh2 |
| --- | --- | --- | --- | --- | --- | --- | --- | --- | --- | --- |
| 31 | COc1ccc(-c2nc3n(c2C)Cc2ccccc2-3)cc1 | 0.6 | -26 | -6 | 7 | . | 0.8 | 111* | -1 | -0.5 |
| 32 | COc1ccc2c(c1)[nH]c1c(=O)n(CCc3cnc[nH]3)cnc12 | -2.9 | -10 | -1 | 2 | 0.3 | 0.6 | 0 | -21 | 0.1 |
| 33 | Cc1ccc(S(=O)(=O)c2c(CO)c(-c3ccccc3)nn2C)cc1 | 3.0 | -1 | 9 | 1 | . | 0.4 | -2 | 4 | 0.3 |
| 34 | COc1ccc(-c2[nH]ncc2CN2CCC(C(=O)N3CCOCC3)CC2)c(F)c1 | -1.8 | 7 | -8 | 10 | . | 1.0 | 3 | -7 | -0.1 |
| 35 | Cc1onc(-c2ccccc2)c1C(=O)N/N=C(\N)COc1ccc(Cl)cc1 | -4.0 | 3 | 10 | 1 | -2.6 | -0.8 | 5 | -13 | -0.4 |
| 36 | CC(=O)C1=C(O)C(=CC=Cc2ccccc2)OC1=O | 2.5 | -8 | -6 | 31* | -0.3 | . | 2 | -4 | 0.2 |
| 37 | N#Cc1nc(-c2ccco2)oc1NCCCn1ccnc1 | -2.0 | -18 | -6 | 2 | . | -0.5 | 60* | -1 | -0.1 |
| 38 | CCOc1ccc(N(C(=O)C2CCCO2)C2C=CS(=O)(=O)C2)cc1 (configuration not stated) | 1.2 | 7 | -2 | 5 | . | 0.4 | 0 | 5 | 0.5 |
| 39 | O=C(NCCc1ccc(O)c(Br)c1)c1ccc(Br)o1 | . | 4 | 1 | . | . | . | . | -6 | -0.3 |
| 40 | CC(CN1CCCCC1)OC(=O)C1c2ccccc2Oc2ccccc21 (configuration not stated) | -5.3 | 10 | -4 | -14 | -0.1 | 3.0 | -14 | -2 | -0.1 |
| 41 | COc1ccc(CC(=O)NNS(=O)(=O)c2ccccc2[N+](=O)[O-])cc1 | -3.5 | -13 | -7 | 0 | 0.4 | 2.4 | 0 | -7 | -2.2 |
| 42 | O=[N+]([O-])c1cc2ncccc2c2ncccc12 | -2.1 | -6 | -8 | 12 | -0.4 | . | 1 | 6 | 0.1 |
| 43 | COC(=O)C1=C(c2ccc(F)cc2F)C[C@@H]2CC[C@H]1N2C(=O)N1CCC(C)CC1 | -2.5 | -1 | 0 | -9 | -1.5 | -0.6 | -3 | -3 | -0.3 |
| 44 | CCCCc1[nH]nc2c1C1(C(=O)N(CC)c3ccccc31)C(C#N)=C(N)O2 (configuration not stated) | 1.1 | 0 | -5 | 4 | -0.9 | 1.9 | -1 | -1 | -0.3 |
| 45 | O=C(O)C1CC1(c1ccccc1)c1ccccc1 (configuration not stated) | 0.3 | -1 | -2 | 4 | -1.1 | 1.3 | 0 | 16 | -1.6 |
| 46 | CCNCc1cc(Cl)cc(OC)c1OC(C)C | -3.2 | -13 | 3 | -7 | . | 0.7 | 0 | -4 | 0.0 |
| 47 | Nn1c(SCC(=O)Nc2nccs2)nnc1-c1ccccn1 | -3.0 | 2 | -3 | 2 | -0.3 | -0.6 | -1 | -14 | -2.7 |
| 48 | COc1ccc(-n2nc(C(=O)NCC(=O)N3CCN(Cc4ccccc4)CC3)c3ccccc3c2=O)c(OC)c1 | -0.5 | 11 | -9 | -1 | . | 1.9 | 3 | -4 | 1.3 |
| 49 | O=C(NCCCN1CCOCC1)C1CC(=O)N(c2ccccc2)C1 (configuration not stated) | . | 8 | 1 | -4 | . | 3.7 | -5 | 4 | 0.2 |
| 50 | C/C(=N\N=C\c1ccc(N(C)C)cc1)c1cccc([N+](=O)[O-])c1 | 1.1 | 13 | -3 | 25 | . | 0.5 | -4 | -2 | 0.5 |
| 51 | O=C(CCCSc1nc2ccccc2[nH]1)Nc1nnc(-c2ccccc2)o1 | -2.1 | 7 | 6 | 10 | -1.2 | -1.3 | 2 | -1 | ? |
| 52 | CC(C)c1cccc(C(C)C)c1NC(=O)c1ccccc1 | -0.5 | 9 | 4 | 4 | 0.9 | 1.1 | 2 | -2 | -1.5 |
| 53 | Cc1ccc2oc(=O)n(CCC(=O)Nc3ccc(N4CCOCC4)cc3)c2c1 | 0.0 | 14 | -3 | 7 | -1.3 | 2.4 | 1 | ? | -3.2 |
| 54 | COc1ccc(C(=O)Nc2cc(-c3ccc(C)cc3)no2)cc1 | -2.0 | -17 | 1 | 7 | -0.9 | -3.4 | 3 | 5 | -2.0 |
| 55 | Cc1cccc(C)c1OCC(=O)Nc1ccccc1C(=O)N1CCOCC1 | -1.8 | 0 | -8 | -5 | -2.6 | -0.5 | 0 | -6 | -3.3 |
| 56 | CC1C(=O)CCC1(C(=O)O)c1ccccc1 (configuration not stated) | -1.1 | 4 | -1 | 15 | 0.7 | 4.5 | 7 | 12 | -0.1 |
| 57 | COc1c(N2CCN(C(=S)NCc3ccccc3)C(C)C2)c(F)cc2c(=O)c(C(=O)O)cn(C3CC3)c12 (configuration not stated) | -1.3 | -12 | 4 | 3 | -0.3 | -2.3 | 12 | -1 | 0.4 |

Bioassay records deposited in PubChem by several laboratories.
